ERa SRC1 inh: ERα–SRC-1 coactivator interaction inhibitors, primary screen, biochemical, TR-FRET, ERα LBD, estradiol-bound; Estrogen receptor (Homo sapiens), P03372; TR-FRET ER-alpha LBD / SRC-1 peptide; inhibition, % at 25.6 µM; hit rate 1.7% among 86,000; AID 629, 2007; in the data active = inhibition above about 50%;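 note: 0% = receptor plus peptide control and 100% = peptide only without receptor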
Target sequence (P03372 whole entry, looked up, the tested form may be a part): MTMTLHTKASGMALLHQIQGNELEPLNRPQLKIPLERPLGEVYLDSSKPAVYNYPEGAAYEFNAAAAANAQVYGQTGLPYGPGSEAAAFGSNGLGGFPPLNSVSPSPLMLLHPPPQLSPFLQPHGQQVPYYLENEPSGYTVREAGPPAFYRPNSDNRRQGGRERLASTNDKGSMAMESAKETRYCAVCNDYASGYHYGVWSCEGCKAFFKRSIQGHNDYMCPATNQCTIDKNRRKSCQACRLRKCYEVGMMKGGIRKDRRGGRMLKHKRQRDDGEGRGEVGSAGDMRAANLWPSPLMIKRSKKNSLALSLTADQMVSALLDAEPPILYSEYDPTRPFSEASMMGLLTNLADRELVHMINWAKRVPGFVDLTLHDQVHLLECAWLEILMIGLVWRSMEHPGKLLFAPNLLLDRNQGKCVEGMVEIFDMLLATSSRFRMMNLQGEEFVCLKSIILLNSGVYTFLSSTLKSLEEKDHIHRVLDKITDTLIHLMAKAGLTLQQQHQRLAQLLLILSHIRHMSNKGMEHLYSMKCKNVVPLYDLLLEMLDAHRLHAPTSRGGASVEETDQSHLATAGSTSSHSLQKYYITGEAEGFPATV
HUVEC prolif 384: inhibitors of HUVEC proliferation, primary screen, cell-based, 384-well; viability, % at 10 µM (by protocol); AID 648, 2007; hit rate 1.1% among 86,000; CellTiter-Glo luminescence, 72 h; stronger effect = lower value;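 active = viability at or below 30%; inactive = viability above 30%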;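 note: 100% = median luminescence of DMSO-only cell control wells on each plate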
ERb coact inh: inhibitors of ERβ-SRC1 coactivator interaction, primary screen, biochemical, TR-FRET, ERβ LBD, SRC-1 peptide | Estrogen receptor beta (Homo sapiens), Q92731 | TR-FRET ER-beta LBD / SRC1-Cy5 peptide binding; receptor agonist-loaded with 1 µM estradiol | inhibition, % at 25.6 µM | hit rate 1.3% among 86,000;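 active = compounds whose percent inhibition of the receptor-coactivator binding signal exceeds about 50% in the single-dose screen, limit read from the data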;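 note: 0% = receptor plus peptide wells without compound and 100% = peptide-only wells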
CD11b adhes enh: enhancers of CD11b/CD18 adhesion to fibrinogen, primary screen, K562 cells, luminescence; Integrin beta-2 (Homo sapiens) + Integrin alpha-M (Homo sapiens), P05107+P11215; ATPlite luminescence; activation, % at 10 µM; hit rate 0.07% among 93,000; AID 1499, 2009;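 active = 10 µM primary screen giving 50% or more activity, confirmed by 40% or more on retest at that dose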; note: strong numbers were not always called active
Smad3 inh: Smad3/FoxH1 peptide binding inhibitors, primary screen, biochemical, TR-FRET; Mothers against decapentaplegic homolog 3 (Homo sapiens), P84022; TR-FRET Smad3/Dy647-FoxH1 peptide binding, europium anti-His; inhibition, % at 25 µM; hit rate 0.29% among 88,000;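 active = compounds that reduce the energy-transfer binding signal between the protein and its labelled peptide by more than half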;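 note: 0% = Smad3 plus labelled peptide maximal FRET and 100% = peptide-only background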
Target sequence (P84022 whole entry, looked up): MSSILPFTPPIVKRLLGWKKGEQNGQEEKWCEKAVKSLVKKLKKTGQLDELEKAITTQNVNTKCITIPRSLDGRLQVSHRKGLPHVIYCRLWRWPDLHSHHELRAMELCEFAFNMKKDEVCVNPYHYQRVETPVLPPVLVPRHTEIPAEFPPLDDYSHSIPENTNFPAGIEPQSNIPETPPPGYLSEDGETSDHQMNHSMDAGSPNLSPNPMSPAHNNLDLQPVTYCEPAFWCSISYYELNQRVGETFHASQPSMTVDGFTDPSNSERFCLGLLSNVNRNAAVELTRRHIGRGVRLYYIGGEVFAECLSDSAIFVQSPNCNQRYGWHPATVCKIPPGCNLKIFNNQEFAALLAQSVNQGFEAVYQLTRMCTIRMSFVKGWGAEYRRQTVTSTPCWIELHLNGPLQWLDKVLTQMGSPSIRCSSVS
Lung fibro prol: antiproliferative effect on LL 47 fibroblasts – human, LL 47 cells, CellTiter-Glo luminescence, primary screen. LL 47 human lung fibroblast viability, ATP luminescence; stronger effect = lower value. viability, % at 10 µM. hit rate 1.1% among 85,000. AID 719, 2007;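 active = viability at or below 50% in the single dose screen; inactive = viability above 50%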;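 note: compound exposure lasted 72 h before the ATP readout; 100% = median luminescence of untreated cell-only wells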
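material = human LL 47 lung fibroblast cells | dosing = compounds added from tenfold dosing solution, 0.1% DMSO final | timing = overnight cell rest, 72 h compound treatment at 37 °C | measured by = CellTiter-Glo luminescence measuring cellular ATP | evaluation = % viability versus median cells-only luminescence | control set = cell-only wells, no compound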
H69AR growth 86K: proliferation blockers of H69AR lung cancer cells, primary screen, cell-based, human, 86K library. hit rate 6% among 85,000. H69AR lung tumor viability, ATP luminescence, 72 h; stronger effect = lower value. viability, % at 10 µM. AID 598, 2007;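 active = viability at or below 40%; inactive = viability above 40%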;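 note: multidrug resistant small cell line overexpressing MRP-1 efflux transporter; 100% = mean luminescence of untreated control wells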
MT1-MMP txn act: MT1-MMP promoter reporter activation – cell-based, luciferase luminescence, primary screen; hit rate 0.16% among 86,000; HT1080 MT1-MMP promoter luciferase reporter, overnight; stronger effect = higher value; activation factor at 10 µM; AID 750, 2007;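 active = activation factor of at least 2 for MT1-MMP transcription at 10 µM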
ERa coact pot: enhancers of ERα–SRC-1 coactivator binding, primary screen, biochemical, TR-FRET, ERα LBD, low estradiol; Estrogen receptor (Homo sapiens), P03372; TR-FRET ERalpha-LBD/SRC-Cy5 coactivator binding, 2 h; 100 = basal binding, no effect; coactivator binding (% of control), % at 25.6 µM; hit rate 1.3% among 86,000; AID 639, 2007; in the data active = activity above about 200%;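 note: binding measured in presence of low estradiol as agonist stimulus; 0% = peptide alone without receptor and 100% = receptor with peptide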
* marks the source's active call; other numbers are inactive results; x = no result given; [ ] = remark or other dose. The list is partial (hit frequency here may not be typical).

The opening two entries, to show the layout:
SMILES | ERa SRC1 inh | HUVEC prolif 384 | ERb coact inh | CD11b adhes enh | Smad3 inh | Lung fibro prol | H69AR growth 86K | MT1-MMP txn act | ERa coact pot
O=C(NCc1ccco1)c1cccc2c1C(=O)N(C1CCCCC1)C2 | -6 | 92 | -9 | x | -2 | 98 | 95 | 1.3 | 79
CC1(C)CC(=O)C2=C(C1)OC(N)=C(C#N)C2C1C=CCCC1 (centres undefined) | -30 | 96 | -22[fluorescence artefact?] | 4 | 10 | 86 | 59 | 1.2 | 102

The whole of this part, from the start:
SMILES | ERa SRC1 inh | HUVEC prolif 384 | ERb coact inh | CD11b adhes enh | Smad3 inh | Lung fibro prol | H69AR growth 86K | MT1-MMP txn act | ERa coact pot
O=C(NCc1ccco1)c1cccc2c1C(=O)N(C1CCCCC1)C2 | -6 | 92 | -9 | x | -2 | 98 | 95 | 1.3 | 79
CC1(C)CC(=O)C2=C(C1)OC(N)=C(C#N)C2C1C=CCCC1 (centres undefined) | -30 | 96 | -22[fluorescence artefact?] | 4 | 10 | 86 | 59 | 1.2 | 102
CCC1CC2(C)NC(=O)c3c(sc4c3CC(C)(C)OC4)N2C1=O (centres undefined) | 0 | 97 | 1 | -4 | -3 | 101 | 86 | 1.2 | 82
Cc1occc1-c1nnc(SCC(=O)NCc2ccco2)n1CC(C)C | 14 | 102 | 22[fluorescence artefact?] | -1 | 7 | 101 | 71 | 1.1 | 124
CC1(C)NC(=O)N(CCCCOc2ccc3c(c2)CCC3)C1=O | 22 | 85 | 23[fluorescence artefact?] | -4 | 1 | 89 | 74 | 1.2 | 98
O=C(O)COc1cccc2nsnc12 | 17 | 105 | 48[fluorescence artefact?] | 2 | -5 | 105 | 98 | 1.1 | 83
CC(C)(c1ccccc1)c1ccc(OCCn2cnc3ccccc3c2=O)cc1 | -3 | 91 | -9 | -1 | 10 | 95 | 85 | 1 | 89
CC(=O)Nc1cc2c(cc1C(=O)c1ccc(C)cc1)OCCO2 | -12 | 85 | 4 | 3 | 0 | 94 | 84 | 1.2 | 86
CCCCn1cnc2sc(-c3ccccc3)cc2c1=O | 2[fluorescence artefact?] | 96 | 7[fluorescence artefact?] | x | -4 | 61 | 103 | 1.6 | 97
Cc1ccc(C2/C(=C(\O)c3c(C)nc4ccccn34)C(=O)C(=O)N2CCCN(C)C)o1 (centres undefined) | -34 | 96 | -29 | x | 3 | 98 | 61 | 1.2 | 98
O=C(NCc1ccncc1)Nc1ccc(Cl)cc1Cl | -5 | 97 | 9 | x | 12 | 90 | 98 | 1.2 | 101
N#CCCNCC1(c2ccccc2)CCCC1 | -17 | 96 | -19 | 4 | 11 | 91 | 103 | 1.1 | 118
O=C(NC1CCCCC1)C(c1ccco1)N(Cc1ccco1)C(=O)c1ccco1 (centres undefined) | -2 | 103 | -2 | -4 | 3 | 87 | 100 | 1.3 | 111
COc1ccc(-n2nnnc2SCC(=O)N2C(C)CCCC2C)c(OC)c1 (centres undefined) | -9 | 107 | -14 | 1 | -1 | 104 | 99 | 1.2 | 128
O=C(CN1CCN(Cc2ccc(F)cc2Cl)C1=O)NCCc1ccccc1 | 36[fluorescence artefact?] | 106 | 45 | -1 | 1 | 103 | 103 | x | 64
C=CCn1c(SCn2nnc3ccccc3c2=O)nnc1C1CCCCC1 | -1 | 103 | 2 | -4 | 2 | 90 | 101 | 1.2 | 103
Cc1ccc(N(C(=O)c2ccc(S(=O)(=O)N3CCOCC3)cc2)C2C=CS(=O)(=O)C2)cc1 (centres undefined) | -6 | 99 | -4 | 0 | 11 | 96 | 85 | 1.1 | 102
Nc1ccc(Br)c2c1C(=O)c1ccccc1C2=O | 32 | 73 | 36 | x | 9 | 92 | 61 | 1.2 | 49[fluorescence artefact?]
COC(=O)c1ccc2c(=O)n3c(nc2c1)SCC(c1ccccc1)=N3 | 0 | 97 | 2 | 2 | -2[fluorescence artefact?] | 102 | 88 | 1.1 | 143
Cn1nc(-c2ccccc2F)c2cc(C(=O)N3CCN(C(=O)c4ccco4)CC3)sc21 | 1 | 98 | 9 | x | 4 | 102 | 91 | 1 | 110
Cc1c(C(=O)NCC2COc3ccccc3O2)oc2ccc(S(=O)(=O)N(C)C3CCCCC3)cc12 (centres undefined) | -17 | 93 | -2 | 9 | -4 | 98 | 73 | 1.1 | 105
CCOC(=O)N1CCC(NC(=O)C2CCC(CNS(=O)(=O)c3ccc(OC)cc3)CC2)CC1 (centres undefined) | -5 | 73 | 4 | -1 | -10 | x | 6.0* | 1.1 | 113
O=C(CSc1nnc(-c2cccc(Cl)c2)o1)Nc1ccc2c(c1)OCCO2 | 54*[fluorescence artefact?] | 86 | 22[fluorescence artefact?] | x | 6 | 101 | 82 | 1.4 | 145
Fc1ccccc1OCCCCn1cncn1 | 0 | 90 | -2 | x | 4 | 100 | 93 | 1.1 | 131
Cc1ccc(C)c(S(=O)(=O)C(C#N)c2nc3ccccc3nc2N2CCCC2)c1 (centres undefined) | -1[fluorescence artefact?] | 62 | 9 | -3 | 3 | 97 | 73 | 1 | 77
Cc1ccccc1NC(=O)CC(O)(C(F)(F)F)C(F)(F)F | -9 | 108 | -14 | -2 | -14 | 102 | 83 | 1 | 93
Nc1cc(-c2ccccc2)nn1S(=O)(=O)c1ccc(Br)cc1 | 5 | 101 | -1 | 4 | -5 | 88 | 89 | x | 101[fluorescence artefact?]
Cc1cc2[nH]c(=O)c3ccccc3n2n1 | -8 | 87 | -14 | x | 1 | 101 | 91 | 1 | 98
O=C(CSCc1ccc(Cl)cc1)Nc1ccc2c(c1)OCO2 | 5 | 95 | 0 | x | 3 | 99 | 99 | 1.3 | 94
Cc1c(C(=O)OCC(C)C)[nH]c2c1C(=O)CC(c1ccco1)C2 (centres undefined) | 38 | 44 | 36 | 6 | 15 | 51 | 17* | 0.4 | 96[fluorescence artefact?]
CC(C)c1ccc(/C=N/n2nnnc2Nc2ccccc2)cc1 | 8 | 91 | 5 | -3 | 10 | 108 | 91 | 1.2 | 93
Cc1c(C2N3CC4(C)CN2CC(C)(C3)C4=O)c2ccccc2n1C (centres undefined) | -15 | 96 | 3 | 0 | 12 | 97 | 102 | 1.1 | 122[fluorescence artefact?]
CCCN(CCO)Cc1cccc(Br)c1 | -1 | 88 | -1 | 0 | 1 | 38* | 87 | 1.1 | 109
Cn1c(SCc2nc(-c3ccc(Cl)cc3)no2)nnc1-c1ccco1 | 3 | 106 | -3 | 2 | -3 | 100 | 100 | 1.2 | 117
Cc1nnc(NC(=O)C(C)Sc2nncn2C)s1 (centres undefined) | -6 | 88 | -8 | 1 | 4 | 95 | 103 | 1.2 | 118
CCN(CC)CCOC(=O)C1(c2ccccc2)CCOCC1 | 17 | 94 | 9[fluorescence artefact?] | -6 | -2 | 98 | 91 | 0.9 | 93
CCOc1ccc(OCC)c(NC(=O)Cn2cccc2)c1 | -5 | 102 | -8 | -4 | -4 | 103 | 85 | 0.9 | 143
O=c1ccc2cc(S(=O)(=O)N3CCN(c4cc(Cl)ccc4Cl)CC3)ccc2o1 | -13 | 103 | -17 | -3 | 7 | 95 | 102 | 1.1 | 96
N#CCSc1nnc(COc2cccc3ccccc23)n1-c1cccc(Cl)c1 | -1 | 81 | -3 | 1 | 39[fluorescence artefact?] | 89 | 44 | 1.1 | 107
C/C(N)=C(/C#N)C(=O)CSc1n[nH]c(-c2ccccc2Br)n1 | 12 | 84 | 18[fluorescence artefact?] | -4 | 7 | 102 | 101 | 1.2 | 85
O=C(CN1C(=O)C2C3C=CC(C3)C2C1=O)NCCC1=CCCCC1 (centres undefined) | -6 | 99 | -10 | 2 | 10 | 99 | 85 | 1.2 | 132
COc1ccc(-c2csc(N(CCCN(C)C)C(=O)c3cccs3)n2)cc1 | -2[fluorescence artefact?] | 76 | 30 | -1 | 7 | 94 | 22* | 1.3 | 87
Cc1nn(C(=O)c2cc3sccc3[nH]2)c(C)c1C | -9[fluorescence artefact?] | 103 | 3 | -2 | 1 | 94 | 77 | 1.6 | 109
CCOC(=O)C(/C=C(\C#N)C(=O)OCC)=C(/N)N1CCN(c2c(C)cccc2C)CC1 | 2 | 87 | 1 | -1 | -1 | 96 | 88 | x | 100
C=CCn1c(SCC(=O)Nc2c(C)cccc2C)nnc1-c1ccncc1 | 1[fluorescence artefact?] | 96 | 1[fluorescence artefact?] | -1 | 2[fluorescence artefact?] | 100 | 91 | 1.1 | 111

Quoted from the results shown for reference:
SMILES | ERa SRC1 inh | HUVEC prolif 384 | ERb coact inh | CD11b adhes enh | Smad3 inh | Lung fibro prol | H69AR growth 86K | MT1-MMP txn act | ERa coact pot
CCCN(CCO)Cc1cccc(Br)c1 | -1 | 88 | -1 | 0 | 1 | 38* | 87 | 1.1 | 109
Cn1c(SCc2nc(-c3ccc(Cl)cc3)no2)nnc1-c1ccco1 | 3 | 106 | -3 | 2 | -3 | 100 | 100 | 1.2 | 117
Cc1nnc(NC(=O)C(C)Sc2nncn2C)s1 (centres undefined) | -6 | 88 | -8 | 1 | 4 | 95 | 103 | 1.2 | 118
CCN(CC)CCOC(=O)C1(c2ccccc2)CCOCC1 | 17 | 94 | 9[fluorescence artefact?] | -6 | -2 | 98 | 91 | 0.9 | 93
CCOc1ccc(OCC)c(NC(=O)Cn2cccc2)c1 | -5 | 102 | -8 | -4 | -4 | 103 | 85 | 0.9 | 143
O=c1ccc2cc(S(=O)(=O)N3CCN(c4cc(Cl)ccc4Cl)CC3)ccc2o1 | -13 | 103 | -17 | -3 | 7 | 95 | 102 | 1.1 | 96
N#CCSc1nnc(COc2cccc3ccccc23)n1-c1cccc(Cl)c1 | -1 | 81 | -3 | 1 | 39[fluorescence artefact?] | 89 | 44 | 1.1 | 107
C/C(N)=C(/C#N)C(=O)CSc1n[nH]c(-c2ccccc2Br)n1 | 12 | 84 | 18[fluorescence artefact?] | -4 | 7 | 102 | 101 | 1.2 | 85
O=C(CN1C(=O)C2C3C=CC(C3)C2C1=O)NCCC1=CCCCC1 (centres undefined) | -6 | 99 | -10 | 2 | 10 | 99 | 85 | 1.2 | 132
COc1ccc(-c2csc(N(CCCN(C)C)C(=O)c3cccs3)n2)cc1 | -2[fluorescence artefact?] | 76 | 30 | -1 | 7 | 94 | 22* | 1.3 | 87
